Vc quorum ag: quorum light induction in luxS cqsA deficient V. cholerae | V. cholerae BH1578 lux reporter, luminescence, 6 h | activation, % at 18.7 µM | hit rate 0.16% among 350,000 | AID 588436; in the data active = activation mostly above about 9.7%, no sharp cut-off; inconclusive = no clear call, values can overlap the other calls; inactive = mostly below about 3.7%; note: not every result past the cut was called active; inactives centre near 0; reference of the scale not given here
Mtb UGM inh: blocks M. tuberculosis UGM enzyme | P9WIQ1 | purified UGM, fluorescence polarization probe displacement | inhibition, % at 10 µM | hit rate 0.06% among 320,000 | AID 504406; in the data active = inhibition above about 10%, passing the limit was not always enough; inconclusive = no clear call, values can overlap the other calls
Target sequence (P9WIQ1 whole entry, looked up): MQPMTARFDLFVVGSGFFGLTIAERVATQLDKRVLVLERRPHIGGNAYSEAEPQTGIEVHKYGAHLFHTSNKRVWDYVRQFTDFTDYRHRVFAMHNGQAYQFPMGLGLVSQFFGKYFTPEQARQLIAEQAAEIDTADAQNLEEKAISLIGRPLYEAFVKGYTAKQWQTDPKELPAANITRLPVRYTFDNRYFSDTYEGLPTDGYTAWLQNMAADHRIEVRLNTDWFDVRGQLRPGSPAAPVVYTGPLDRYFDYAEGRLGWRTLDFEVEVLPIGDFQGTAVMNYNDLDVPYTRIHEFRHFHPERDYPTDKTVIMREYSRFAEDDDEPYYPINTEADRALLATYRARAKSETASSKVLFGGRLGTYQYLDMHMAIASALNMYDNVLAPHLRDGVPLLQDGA
FBA Mtb inh: Mtb fructose-bisphosphate aldolase inhibition. purified M. tuberculosis FBA, fluorescence read-out. inhibition, % at 1 µM. hit rate 2.3% among 360,000. P9WQA3; in the data active = inhibition above about 27%;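 note: 0% = vehicle and 100% = reference inhibitor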
Target sequence (P9WQA3 whole entry, looked up): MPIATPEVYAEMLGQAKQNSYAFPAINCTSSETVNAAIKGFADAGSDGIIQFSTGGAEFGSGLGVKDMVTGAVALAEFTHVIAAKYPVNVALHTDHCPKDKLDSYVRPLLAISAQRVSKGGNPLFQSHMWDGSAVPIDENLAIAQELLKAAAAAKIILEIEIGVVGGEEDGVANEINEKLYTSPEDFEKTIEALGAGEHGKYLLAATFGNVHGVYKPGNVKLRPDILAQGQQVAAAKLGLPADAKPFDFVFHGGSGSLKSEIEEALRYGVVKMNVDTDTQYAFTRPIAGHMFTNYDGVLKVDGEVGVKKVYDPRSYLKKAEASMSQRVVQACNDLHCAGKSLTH
PfHsp40 rescue: compounds rescuing yeast from Plasmodium falciparum HSP40 toxicity; S. cerevisiae expressing PfHsp40, growth rescue, ATP luminescence; growth rescue, % at 12.5 µM; hit rate 0.68% among 340,000; AID 504582; in the data active = growth rescue above about 28%, passing the limit was not always enough; inconclusive = no clear call, values can overlap the other calls;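 note: yeast W303a lacking pdr1 and pdr3 grown in galactose medium; growth measured after three days at 30 °C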
Mtb BioA inh: blocks M. tuberculosis BioA enzyme activity; purified M. tuberculosis BioA enzyme, plate reader; inhibition, % at 9.99 µM; hit rate 0.096% among 360,000; in the data active = inhibition above about 40%; inconclusive = no clear call, values can overlap the other calls
Yp Topo-I inh: Y. pestis Topo-I inhibition via cleavage products; AID 504884; hit rate 0.064% among 360,000; Y. pestis Topo-I cleavage product accumulation, plate reader; activity, % at 10 µM; in the data active = activity above about 50%, passing the limit was not always enough; inconclusive = no clear call, values can overlap the other calls; note: inactives centre near 2
GDH-TPI inh: counter-screen for M. tuberculosis FBA inhibitors: GDH-TPI coupled enzymes; hit rate 1.2% among 360,000; inhibition, % at 4.8 µM; GDH-TPI coupled enzyme counterscreen, NADH absorbance; in the data active = inhibition above about 30%;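 note: 0% = DMSO wells and 100% = wells lacking the enzyme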
FadD28 FP inh: blocks FadD28 binding to the bisubstrate probe. fluorescence polarization. inhibition, % at 12.5 µM. hit rate 0.22% among 360,000. AID 588549; in the data active = inhibition above about 8.5%, passing the limit was not always enough; inconclusive = no clear call, values can overlap the other calls
TcdB GH inh: TcdB glycohydrolase inhibition | P18177 | hit rate 0.24% among 350,000 | TcdB glycohydrolase enzymatic assay, plate reader | inhibition, % at 9.99 µM; in the data active = inhibition above about 10%
* hit, by the source's call; i = inactive; ? = inconclusive; . = no result given; & = joins results of further samples; ! = not active in a repeat. Rows are unselected (roughly 4.6% active in at least one column).

SMILES	Vc quorum ag	Mtb UGM inh	FBA Mtb inh	PfHsp40 rescue	Mtb BioA inh	Yp Topo-I inh	GDH-TPI inh	FadD28 FP inh	TcdB GH inh
CC1CN(S(=O)(=O)c2ccc(C(=O)N(CCCN(C)C)c3nc4c(Cl)cccc4s3)cc2)CC(C)O1 (centres undefined)	-0.7	3.5	2	-0.6	-5.1	11	5	-1.2	3.7
CSc1ccccc1NC(=S)NCc1ccc(Cl)cc1	-0.4	2.9	0	0.0	0.0	-5	-4	-6.1	0.7
CCOc1cc(N2CCOCC2)c(OCC)cc1NC(=O)c1cccc(N(C)C)c1	0.1	1.4	4	-0.2	0.3	0	4	-1.5	-3.7
CC1(C(=O)NS(=O)(=O)C2CC2)CCCN(C(=O)c2cc3ccccc3s2)C1 (centres undefined)	i	.	2	.	0.0	1	16	-2.4	0.0
COc1ccccc1C(=O)NN=C1CCN(Cc2ccccc2)CC1	-0.3	3.8	-2	0.0	.	-5	-11	-1.0	.
Cc1c(C(=O)N2CCN(c3ccc(F)cc3)CC2)sc2nc3n(c(=O)c12)CCC3	-5.9	0.6	-4	0.9	0.0	-4	-4	-3.0	2.7
COC(=O)c1cn(NC(=O)c2cccnc2)c(=O)c2ccccc12	-6.2	-1.9	6	0.3	1.4	1	13	-0.8	.
CCOC(=O)C1CCCN(C(=O)Cn2nc(CC)n3c(cc4sccc43)c2=O)C1 (centres undefined)	-1.6	-3.8	3	-0.5	19	11	2	-0.3	1.9
Cc1sc2nc(SCC(N)=O)n(C)c(=O)c2c1C	-0.4	-0.8	0	-0.2	-1.5	11	2	-3.7	.
C/C(=N\NC(=S)NC(C)C)c1ccc(C(C)(C)C)cc1	-0.2	0.6	2	4.9	.	49	10	-0.7	4.2
COC1=C(C)C(=O)O[C@]12C(=O)C(C)=C1CCCCN3[C@H]([C@@H]4C[C@H](C)C(=O)O4)CC[C@]132	i	1.1	-2	-1.9	-0.1	11	7	-4.9	1.3
Fc1ccccc1CSc1ncnc2c1ncn2C1CCCO1 (centres undefined)	-2.0	.	5	0.3	1.7	12	9	-1.8	-0.6
Cc1ccc(-c2csc(NCCn3c(C)nc4cc(C(F)(F)F)ccc43)n2)cc1	-0.4	-0.2	-2	3.7	-6.1	11	0	-3.7	1.3
O=C(Nc1ccc(SC(F)F)cc1)c1cc(-c2ccncc2)nc2ccccc12	i	1.6	1	-0.5	2.1	-27	3	-5.0	1.5
O=C1OCCN1C(=O)[C@H]1[C@H](c2ccc(F)cc2)C(c2ccc(F)cc2)=NN1c1ccccc1	0.5	-0.6	15	3.3	-0.6	-9	13	-0.3	0.8
CN[C@H](C(=O)NC[C@H]1O[C@@H](n2cnc3c(N)ncnc32)[C@H](O)[C@@H]1O)[C@@H](C)OCc1ccccc1	i	.	4	-1.2	1.0	1	8	0.4	-0.5
CC1(C)CC(=O)c2c(nc3ccccc3c2N)C1	5.0	1.1	17	-0.5	-0.9	-5	3	-0.7	.
OC[C@@H]1CN(Cc2ccc3c(c2)OCO3)C[C@H](n2cnc3c(NCc4ccc(F)cc4)ncnc32)O1	-4.5	.	0	.	0.4	27	11	-4.3	0.4
Cc1cc(C)cc(NC(=O)c2ccc(CNc3c(N4CCOCC4)c(=O)c3=O)cc2)c1	-0.2	-1.3	-2	-0.3	2.4	12	9	-5.6	1.1
Cc1cc(/C=N/Nc2ccc([N+](=O)[O-])cn2)c(C)n1-c1cccc(C(=O)O)c1	-0.3	-0.7	-6	0.4	.	-13	38*	?	-0.4
O=C(NCc1ccco1)c1cccnc1Cl	-0.6	6.0	3	-0.8	0.0	6	4	-1.5	1.4
C[C@@]12CCC=C[C@H]1[C@H](c1ccc(C(F)(F)F)cc1)N(Cc1ccccc1)C2=O	i	1.5	4	1.2	0.8	-3	8	-1.5	0.8
COc1ccc(N(CC(=O)Nc2cc(C)ccc2C)S(=O)(=O)c2c(C)noc2C)cc1	i	-1.1	0	-1.7	-0.3	17	3	-1.3	2.4
Cc1cnc(C(=O)NNC(=O)c2ccc(Br)cc2)cn1	i	-0.4	2	0.1	-0.1	1	6	-2.4	0.4
COC(=O)c1cc(C#N)c(=O)[nH]c1C	i	0.8	1	0.6	.	-6	-5	-5.5	0.9
COc1ccc(CCN=C2SCC(=O)N2Cc2ccccc2)cc1OC	2.0	1.6	2	-1.2	2.0	-3	-2	-1.7	0.2
O=C1OC(Nc2ccccn2)c2ccccc21 (centres undefined)	i	2.8	-5	0.9	-1.2	-1	8	-1.4	.
Cc1ccc(C)c(N(Cc2cc3ccc(C)cc3[nH]c2=O)C(=O)c2ccco2)c1	i	-0.9	0	-1.2	2.0	21	9	-3.2	0.4
CC(=O)c1cnc2nc(SCc3ccccc3C)nn2c1C	0.0	-1.7	3	-2.4	-0.3	10	4	-1.2	-0.8
NS(=O)(=O)c1ccc(CCNC(=O)c2cc(-c3ccccn3)nc3ccc(Br)cc23)cc1	-0.4	1.0	2	.	.	8	15	-2.6	0.0
CC(C)(Cc1ccc(O)cc1)NC(=O)CC(=O)N/N=C/c1ccc(Cl)cc1	1.0	0.6	0	-1.6	0.3	4	1	-2.5	1.3
CCC1(CC)NC(=O)N(CC(=O)OC(C)C(=O)Nc2ccccc2OC)C1=O (centres undefined)	-2.9	-3.5	2	2.1	3.0	0	7	-0.5	1.2
CC(C)(C)c1ccc(NC(=O)C(=O)C2C(=O)Nc3ccccc32)cc1 (centres undefined)	i	-2.3	3	-2.7	.	2	-1	27*	1.1
C=CCOC(=O)c1cn(CC)c2nc(C)ccc2c1=O	1.6	1.3	-1	0.9	1.6	0	2	-1.9	1.0
OCC1(CCOc2ccccc2)CCN(Cc2ccccc2OC(F)F)CC1	i	0.9	5	-0.5	-1.4	-8	9	0.7	1.1
O=C(Nc1nc(-c2ccccc2)cs1)c1ccc(=O)[nH]c1	-1.1	-0.6	0	-1.2	.	-9	4	-6.1	0.9
Cc1ccc(C)c(NC(=S)Nc2ncccc2C)c1	-0.2	1.7	-1	1.2	.	4	7	-0.9	1.4
CCn1c(Cc2ccccc2)n[nH]c1=S	i	-1.8	-1	0.2	-0.5	1	-14	-0.8	0.7
Cn1c(SCC(=O)O)nnc1-c1ccc(NC(=O)c2ccc(Cl)c(Cl)c2)cc1	-2.4	0.0	5	0.0	3.1	9	3	-3.4	0.7
Cc1cc(CNC(=O)c2ccc3oc(C(C)C)nc3c2)nn1C	-0.1	2.9	2	-1.4	-5.0	5	1	-0.9	0.7

Arranged by molecular weight (rising): some entries from above
SMILES	Vc quorum ag	Mtb UGM inh	FBA Mtb inh	PfHsp40 rescue	Mtb BioA inh	Yp Topo-I inh	GDH-TPI inh	FadD28 FP inh	TcdB GH inh
CC(C)(C)c1ccc(NC(=O)C(=O)C2C(=O)Nc3ccccc32)cc1 (centres undefined)	i	-2.3	3	-2.7	.	2	-1	27*	1.1
Cc1cc(/C=N/Nc2ccc([N+](=O)[O-])cn2)c(C)n1-c1cccc(C(=O)O)c1	-0.3	-0.7	-6	0.4	.	-13	38*	?	-0.4
OCC1(CCOc2ccccc2)CCN(Cc2ccccc2OC(F)F)CC1	i	0.9	5	-0.5	-1.4	-8	9	0.7	1.1
Cc1cc(C)cc(NC(=O)c2ccc(CNc3c(N4CCOCC4)c(=O)c3=O)cc2)c1	-0.2	-1.3	-2	-0.3	2.4	12	9	-5.6	1.1
OC[C@@H]1CN(Cc2ccc3c(c2)OCO3)C[C@H](n2cnc3c(NCc4ccc(F)cc4)ncnc32)O1	-4.5	.	0	.	0.4	27	11	-4.3	0.4

Continued:
SMILES	Vc quorum ag	Mtb UGM inh	FBA Mtb inh	PfHsp40 rescue	Mtb BioA inh	Yp Topo-I inh	GDH-TPI inh	FadD28 FP inh	TcdB GH inh
COc1ccc(NC(=O)CC2Sc3ncnn3C2=O)cc1 (centres undefined)	-0.2	0.0	2	1.3	3.9	5	1	-0.3	0.5
Cc1nn(C(=O)CCC(=O)NCc2ccccc2Cl)c2ccccc12	-0.3	-0.7	1	0.1	11	3	10	-0.9	-0.8
CCOC(=O)/C=C/C(=O)OCC(=O)Nc1c(Cl)cccc1Cl	i	2.2	-4	4.0	-2.1	-8	-10	-3.7	0.9
O=c1[nH]cc(F)c(=O)[nH]1	i	-1.8	1	256*!	1.1&-1.7	2	-8	-0.8	0.9
O=C(NNC(=S)Nc1ccc(Cl)cc1Cl)c1ccc(N2CCOCC2)c([N+](=O)[O-])c1	-0.7	5.8	-1	17	.	-5	17	?	0.1
CCC1(c2ccc(Cl)cc2)NC(=O)N(Cc2ccc(C(=O)OC)cc2)C1=O (centres undefined)	-1.4	0.9	1	1.4	.	1	-4	-3.8	-0.5
COC(=O)N1C(=O)[C@@](c2ccccc2)(C2CCCCC2)N1C(=O)OC	2.1	-0.4	0	?	-1.6	7	7	-2.1	-0.1
COC(=O)C1=C(C)N(CCCC(=O)O)C(=O)NC1c1ccc(C#N)cc1 (centres undefined)	-0.4	-1.1	1	-0.1	-0.4	3	-8	-3.5	0.6
O=C(Nc1ccncc1)c1ccc(Cl)cc1	0.6	-1.3	2	-1.5	6.5	-2	-3	-1.3	1.4
O=C(Nc1ccc(Cl)cn1)c1cccc(S(=O)(=O)N2CCCCCC2)c1	-4.0	.	0	.	1.6	13	-1	-2.0	0.6
CC(C)Cc1nc(N2CCNCC2)c(C#N)c2c1CCC2	-1.2	1.3	7	.	0.8	6	-1	-1.3	1.2
Cc1nccn1S(=O)(=O)c1ccc(Br)cc1Br	i	-0.9	-1	-0.4	1.5	0	-3	0.5	.
CCOC(=O)c1cnn2c1[nH]c(=O)c1ccccc12	i	0.3	30*	-1.2	-0.6	0	9	-1.8	.
CCn1c(OC)nc2c1c(=O)n(C)c(=O)n2C	i	0.0	2	-2.5	.	-1	4	-0.2	-0.5
Cc1noc(C)c1-c1ccc(C(=O)Nc2cccc(NS(C)(=O)=O)c2)c2occc12	i	.	0	.	4.5	1	2	-5.0	-4.9
CCCn1cc(CN2CCCC(C(=O)c3ccc4c(c3)OCO4)C2)c(C)n1 (centres undefined)	-0.5	1.7	3	0.3	5.4	-3	14	-1.2	0.2
CC1CCN(CCCNC(=O)c2cn(C)c3ccc(S(=O)(=O)N4CCCC4)cc3c2=O)CC1	-0.1	-0.3	4	-0.1	-1.9	0	-2	-3.0	.
Cn1c(N)c(C(=O)CSc2nc(C3CC3)n(-c3ccccc3)n2)c(=O)n(C)c1=O	-0.3	-2.6	3	-0.4	-0.7	5	0	-0.3	0.7
CCOC(=O)CC(=O)CSc1nnc(Cn2c(=O)sc3ccccc32)n1C	-0.4	2.0	1	-0.8	-2.1	4	-1	-3.0	.
COc1cc(/C=N/NC(=O)c2nnn(-c3nonc3N)c2-c2cccs2)ccc1O	i	1.3	4	0.2	-2.1	-5	47*	-5.3	-1.9
N#C/C(=C(/O)COC(=O)COc1cccc(Br)c1)c1nc2ccccc2[nH]1	i	1.3	0	1.5	-2.4	5	10	-2.9	0.4
CCc1ccc([C@H]2C(C(=O)O)=C[C@@H](C(C)(C)C)N2S(=O)(=O)c2ccc(C)cc2)cc1	i	.	4	1.1	3.3	13	6	-5.3	-1.3
C/C(=N\NC(=O)C(c1ccncc1)N1CCOCC1)c1ccc(Br)cc1 (centres undefined)	-0.6	-1.0	4	-0.5	.	-2	6	-1.2	.
COc1ccc(NC(=O)c2cccnc2SC)cc1OC	0.1	-1.6	4	-1.0	-0.7	-12	-1	-1.7	0.2
CC12CCC(=O)N1C(C(=O)NCc1ccccc1F)CS2 (centres undefined)	-0.3	.	0	0.1	1.0	1	-7	-0.8	-0.2
Cc1cc2c(cc1S(=O)(=O)CCC(=O)NC1CCC(C)CC1)OCC(=O)N2 (centres undefined)	-0.4	1.3	3	0.5	-1.7	-4	5	-1.0	0.0
Cc1ccc(NC(=O)CSc2nnc(CNC(=O)c3ccco3)n2C)c(C)c1	i	-1.5	4	0.8	-4.0	-5	7	-1.8	-4.2
CCCc1nn(C)c(C(=O)Nc2ccc(Cl)cc2)c1Cl	-0.2	-0.5	1	0.6	.	-5	-1	-0.2	-0.1
CCCn1nc(Oc2nc(NCC)nc(NC(C)C)n2)ccc1=O	7.1	0.6	1	-0.6	2.3	12	-8	-0.9	.
